# Screening data from PubChem BioAssay.
# Pf Dd2 inh – Plasmodium falciparum Dd2 growth inhibition | P. falciparum Dd2 growth, SYBR Green, 72 h | 120,000 compounds, 4.3% hits | Potency, µM (doses to about 28.9 µM), for inactives: top-dose activity, negative = inhibition, hits mostly inhibitors; active = well fitted inhibition curve with a large enough effect; inconclusive = small, poorly fitted or top-dose-only effect; inactive = no such curve, though single readings can be large or run the other way;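 also: plate controls were DMSO vehicle for no effect and reference drug for full effect; nearly all actives have a fitted effect of over 65% in size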
#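 Infected erythrocytes (Dd2, 0.3% parasitemia, 2.5% hematocrit final) are added to compound in RPMI-1640/Albumax II medium, grown 72 h at 37C in low oxygen, then lysed with saponin/Triton-X containing SYBR Green and read by fluorescence.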
# * = called active by the depositor; i = inactive; ? = inconclusive; [ ] = remark or other dose. Potency is read from the fitted curve at half-maximal effect. The list is partial, so the mix of outcomes need not match the whole.
smiles,Pf Dd2 inh
COc1cccc(N2CCN(C(=O)CCC[C@H]3NC[C@@H]4C[C@H]3CN(Cc3ccccc3)C4)CC2)c1,?
COc1cc(NC(=O)NC[C@H]2O[C@@H](CO)[C@@H](O)[C@@H]2N(C)Cc2ccccc2)cc(OC)c1,?
Cc1ccc(CN2CCC3(CC2)CN(C2CCC2)CC3CO)o1 (stereo not drawn),-2%
Cc1oc(-c2ccc(Cl)cc2)nc1CSCC(=O)NCc1ccccc1Cl,31%[activator]
Cc1ccc(-c2ccc3nnc(CNC(=O)c4ccc(N(C)C)cc4)n3n2)cc1C,-22%
O=S(=O)(C1CC1)N1CCC(Cc2noc(-c3ccccc3)n2)C1 (stereo not drawn),?
CN(Cc1ccccc1)C(=O)CSc1nc2ccsc2c(=O)n1-c1ccc(F)cc1,-15%
COc1cc2c(cc1Cn1cc(-c3nccn3C)nn1)CCC2,-17%
CCOC(=O)c1c(C)[nH]c(C)c1S(=O)(=O)N1CCC(C(=O)N2CCN(c3ccccc3)CC2)CC1,i
COc1cccc(C(O)c2nc(C(=O)Nc3ccc4c(c3)OCC(=O)N4)c(C)o2)c1 (stereo not drawn),?
O=C(CN1C(=O)NC(c2ccc(Cl)cc2)C2=C1COC2=O)Nc1ccc2c(c1)CCC2 (stereo not drawn),-25%
CCn1nc(CC(C)C)cc1C(=O)N1CCN(c2nc(C)cc(C)n2)CC1,-8%
Cc1ccc(-n2ncc(C(=O)NC3CCN(Cc4ccccc4)CC3)c2C2CCN(C(=O)OC(C)(C)C)CC2)cc1C,i
CCOCCn1ccc2c(OCC(=O)Nc3cccc([N+](=O)[O-])c3)cccc2c1=O,-4%
O=C([C@H]1C[C@H](Oc2ccccc2)CN1Cc1ccc2[nH]ccc2c1)N1CCOCC1,-1%
CC(C)CNC(=O)C1Cn2cccc2C(=O)N1C (stereo not drawn),1%
CN1C[C@H](NC(=O)c2cnccn2)CCC[C@@H](C(=O)NCc2cc(F)cc(F)c2)CC1=O,i
N#Cc1ccc(C(=O)Nc2ccc3c(N4CCCCC4)ncnc3c2)cc1,8.9µM*
O=C(NCC(c1ccco1)S(=O)(=O)c1cccs1)c1ccccc1 (stereo not drawn),i
CC(C)c1ccc(NC(=O)[C@H]2O[C@@H]3OC(C)(C)O[C@@H]3[C@H]3OC(C)(C)O[C@H]32)cc1,i
Cc1oc2c(c1C(=O)N1CCN(c3ccccc3)CC1)CN(Cc1ccccc1)CC2,5µM*
COCC1CN(C(C)=O)CC12CCNCC2 (stereo not drawn),3%
COc1cccc(OCC(=O)c2ccc3c(c2)N(C(C)C(=O)NCCc2ccccc2)C(=O)CO3)c1 (stereo not drawn),?
COc1ccc(NC(=O)Cn2ccn3nc4c(c3c2=O)CCCC4)cc1OC,-7%
O=C(c1noc(-c2ccc(F)cc2)n1)N1CCN(c2ccccc2Cl)CC1,-14%

smiles,Pf Dd2 inh
CCc1ccc(NC(=O)c2nnn(Cc3cccc(C(F)(F)F)c3)c2N)cc1,47%[activator]
Cc1ccc(CN2C(=O)c3ccccc3Sc3ccc(C(=O)N4CCOCC4)cc32)cc1,?
CC(C)C[C@H](NC(=O)Cn1nc2c(cc1=O)CCCC2)C(=O)O,-13%
O=C(c1csnn1)N1CCc2onc(-c3cccc(F)c3)c2C1,-6%
O=C(CSc1ccc2nc(-c3ccccc3)cn2n1)Nc1cccc(F)c1,1%
CN(C(=O)c1cc2ccccc2n1C)C1CCCN(C2Cc3ccccc3C2)C1 (stereo not drawn),?
O=C(NCCCN1CCCC1=O)c1c(OCC2CC2)cc(=O)n2c1CCOCC2,-2%
COc1ccc(CNC(=O)C(CCSC)NS(=O)(=O)c2ccc3c(c2)oc(=O)n3C)cc1 (stereo not drawn),10%
Cc1cc(C)c(/C=C/c2onc(C)c2S(=O)(=O)N2CCC(C(=O)N(C)Cc3ccccc3)CC2)c(C)c1,-28%
O=C(Cn1nc2c(cc1=O)CCCCC2)Nc1nccs1,9%
c1cn(-c2ccc(N3CCCCCC3)nc2)c(-c2cc3n(n2)CCCNC3)n1,?
Cc1ccc(C(=O)N2CCC(N3C(=O)CCC3C(=O)NCc3cccnc3)CC2)cc1F (stereo not drawn),-11%
CN1CCN(c2cc(-c3cncc(N)c3)nc(N)n2)CC1,-8%
CCN(CC)Cc1cnc2c(C(=O)N3CCCC3c3ccccn3)cnn2c1 (stereo not drawn),-15%
Cn1ccnc1CN1C(=O)CO[C@H](c2ccc(NC(=O)c3cc(F)cc(F)c3)cc2)[C@H]1CO,-1%
CC(C)(C)c1cc(C[C@H]2CNCC[C@H]2CC(=O)Nc2nccs2)no1,?
O=C(NCCc1ccccc1)C1CCN(C(=O)c2ncn3c2COC(c2ccc(Cl)cc2)C3)CC1 (stereo not drawn),i
COCc1nncn1C1CCN(C(=O)c2ccc(F)cc2)CC1,31%[activator]
Cc1cccc(N2C(=O)CSC23C(=O)N(Cc2cccc(F)c2)c2ccccc23)c1 (stereo not drawn),?
C[C@@H](NC(=O)C[C@@H]1c2nc(-c3cccnc3)sc2C[C@@H]2[C@](C)(CO)[C@H](O)CC[C@]21C)c1ccccc1,-24%
CNc1cc(C2CC(NS(=O)(=O)c3cc(C)sc3C)C2)nc(N)n1 (stereo not drawn),8.9µM*
COc1ccc(CC(=O)NC2CCN(c3nc4ncccc4o3)CC2)cc1,-18%
Cc1ccccc1NC(=O)CSc1nc2ccc(NC(=O)c3ccccc3)cc2s1,14%
COc1ccccc1CNC(=O)c1c(OC)cc(=O)n2c1CCCC2,i
CCN1CCN(C(=O)C2(CCO)CCN(Cc3ccccc3)C2)CC1 (stereo not drawn),9%

# Part of the list above in order of formula weight, high to low:
smiles,Pf Dd2 inh
CN(C(=O)c1cc2ccccc2n1C)C1CCCN(C2Cc3ccccc3C2)C1 (stereo not drawn),?
CNc1cc(C2CC(NS(=O)(=O)c3cc(C)sc3C)C2)nc(N)n1 (stereo not drawn),8.9µM*
COCc1nncn1C1CCN(C(=O)c2ccc(F)cc2)CC1,31%[activator]

# Next records
smiles,Pf Dd2 inh
COc1ccc(S(=O)(=O)NCC(c2ccco2)N2CCOCC2)cc1 (stereo not drawn),i
COCC1(C(=O)N2CCN(C)C3(CCC(=O)N(C)CC3)C2)CCC1 (stereo not drawn),-19%
CNC(=O)C1(N2CCC[C@H]2C(=O)NCc2ccccn2)CCCCC1,17%[44.1 µM]
COC(=O)c1cc(NC(=O)c2sc3ccccc3c2Cl)cc(C(=O)OC)c1,13%
COCCNC(=O)[C@H]1C[C@H](Oc2ccccc2)CN1C(=O)Nc1ccccc1,-4%
Cc1cc(C(=O)N2CCC(Oc3ccccc3)C2)n(C)n1 (stereo not drawn),i
CCCOC(=O)c1ccc(NC(=O)Cc2csc(C)n2)cc1,12%
CCc1cc(=O)n(CC(=O)Nc2cccc(Br)c2)c(N2CCOCC2)n1,i
COc1ccc(-c2noc(CSc3nnc(-c4ccncc4)n3-c3ccc(C)c(C)c3)n2)cc1,i
CC(C)CN1CCN(C2CCOC3(CCN(C(=O)c4ccc5[nH]ccc5c4)CC3)C2)CC1 (stereo not drawn),i
COc1ccc(OC)c(NC(=O)CSc2ccc(-c3cccs3)nn2)c1,57%[activator][5.79 µM]
C[C@@H](NC(=O)c1ccc(F)cc1)c1onc(-c2ccccc2)c1C(=O)O,-8%[44.1 µM]
CCCN1Cc2cccc(C(=O)Nc3cc(C)cc(C)c3)c2C1=O,-23%
O=C(NCCc1ccccc1)N1CCC(c2noc(-c3ccccn3)n2)C1 (stereo not drawn),-8%[5.79 µM]
O=C(CCC(F)(F)F)N1CCC(Oc2cnc3c(ccn3-c3cncnc3)c2)CC1,i
CO[C@H]1C(=O)N(C2CCN(C(=O)c3cnn(C)c3)CC2)[C@H]1c1ccncc1,14%
COc1ccc(-c2noc(-c3ccc(N4C[C@H]5CC[C@H]4C5)nc3)n2)cc1,-17%
CC1(C)[C@H](Cc2cc(CN3CCOCC3)on2)C[C@@H]1NC(=O)Nc1ccc(F)cc1,i
CCc1noc(CN2CCC3(CC2)CC(=O)N(CCCc2ccccc2)C3)n1,?
C=CCOc1cccc(-c2nnc(CCC(=O)NC(C)c3ccccc3)c(=O)[nH]2)c1 (stereo not drawn),i
O=[S+]([O-])(Nc1ccccc1)c1ccc2c(c1)OCCN(Cc1ccncc1)C2,-14%[44.1 µM]
COc1ccc(CCC(=O)NCCC2CCN(C(=O)Nc3cc(F)cc(F)c3)CC2)cc1,-18%
NC(=O)Cc1c[nH]c2ncc(-c3cccc(OC(F)(F)F)c3)cc12,?
CCn1cc(C(=O)N2CCN(c3ccc(OC)cc3)CC2)c(=O)c2cc(S(=O)(=O)N3CCOCC3)ccc21,?
Cc1cccc(OC[C@H]2C[C@@H](N(C)C)[C@H](O)[C@@H]2O)n1,-13%[44.1 µM]

smiles,Pf Dd2 inh
CCCCN(C)CCNC(=O)C1CCCN(S(=O)(=O)c2cccc3nsnc23)C1 (stereo not drawn),5µM*
CC(C)n1cc2cc(C(=O)NCc3ccccc3F)sc2c1,i
COc1ccc(OC)c(NC(=O)CCc2c(C)nc3c(-c4ccccc4)c(C)nn3c2C)c1,-22%
O=C(NCc1cc(F)cc(F)c1)c1ccc(Cn2ccn3nc4c(c3c2=O)CCCC4)cc1,?
CCCCS(=O)(=O)N1CCC(CC(=O)NCc2ccccc2)C1 (stereo not drawn),25%
Cc1ccc(-c2[nH]ncc2CN2CCN(c3ccc(Cl)cn3)CC2)cc1C,-1%
C=CCNC(=O)C(NC(=O)c1ccc(OC)cc1)C1CCN(C(=O)c2ccccc2C)CC1 (stereo not drawn),i
Cc1nnc([C@H]2CCN(Cc3ccc(F)cc3)C2)o1,?
CCN(CC)C(=O)CC[C@@H]1CNC(=O)[C@@H]2C[C@H](NC(=O)Nc3ccsc3)CN12,-23%[44.1 µM]
COCCCNC(=O)N1CCCN(C(=O)C2CC2)C(c2ccccc2)CC(=O)NCC1 (stereo not drawn),20%
Cc1noc(C)c1-c1nccc2c(=O)cc(-c3ccccn3)oc12,i
O=C(C1CCCCC1)N1CCC2(COc3ncccc3S(=O)(=O)N2)C1 (stereo not drawn),-9%
COCc1cc(CNC(=O)Cn2ncc3ccccc3c2=O)[nH]n1,-1%
CCOc1cccc(CC(=O)NCc2ccc3c(c2)CCN3C(C)=O)c1OCC,66%[activator]
Cc1ccc(-c2cc3c(=O)n(CCNC(=O)c4ccc5c(c4)OCO5)ccn3n2)cc1C,8%
CN1Cc2ncnc(N3CCCCC3)c2CN(c2ccccc2)C1=O,-1%[44.1 µM]
O=C(CC1CCCN(c2cn[nH]c(=O)c2)C1)NCCCc1ccccc1 (stereo not drawn),i
O=C1CCN(S(=O)(=O)c2ccccc2)CCCC(C(=O)N2CCCCC2)CCN1 (stereo not drawn),i
CCCNC1(Cc2cc(-c3ccccn3)on2)COC1,-13%[44.1 µM]
C[C@H]1[C@@H]2[C@@H](O)C([C@H](C)C(=O)NCc3cc(F)cc(F)c3)CC[C@@]2(C)CC[C@@H]1NC(=O)c1cncnc1 (stereo partly drawn),?
NC(=O)c1cccc(-c2ccc3c(n2)CN(Cc2ccc(F)cc2)C(=O)CO3)c1,?
O=C(Cc1ccc(Cl)cc1)NCC(c1cccs1)S(=O)(=O)c1ccc(F)cc1 (stereo not drawn),?
O=S(=O)(NCc1ccccc1Cl)c1ccc(N2CCCCS2(=O)=O)cc1,14%
CC(C)Oc1ccc(C(=O)NC2CCN(c3cnn(C)c(=O)c3)CC2)cc1,?
O=C(c1ccc2c(c1)N(Cc1ccccc1)C(=O)c1ccccc1S2(=O)=O)N1CCOCC1,?

smiles,Pf Dd2 inh
COc1cccc(C(=O)N2CCC(C(=O)N3CC[C@@](C)(O)[C@@H](O)C3)CC2)c1,-4%
CS(=O)(=O)Cc1ccc(-c2cccc(OCc3ccccc3F)c2)nc1,16%
COCCc1noc(-c2nc(-c3ccc(OC)cc3)no2)n1,8%
CCOc1ccc(NC(=O)Cn2cc(C(=O)c3ccc(CC)cc3)c(=O)c3ccc(C)nc32)cc1,12%
COc1cccc(CN2CCN3C(=O)N(C4CCOCC4)C[C@H]3C2)c1,32%[activator][44.1 µM]
O=C(NCc1ccc(F)c(Cl)c1)c1cccc2c1CCN2C(=O)C1CC1,i
COc1ccc(OC)c(CNC(=O)c2cc3cc4ccc(OC)cc4nc3o2)c1,10%
O=C(c1ccco1)N1CCC(OC2CCN(Cc3cccnc3)CC2)CC1,56%[activator]
COc1ccc(Nc2cc(C(=O)NC3CCC(C)CC3)c3ccccc3n2)cc1OC (stereo not drawn),18%
COc1ccc(NC(=O)CCC2CCCN(C(=O)c3ncoc3C)C2)c(C)c1 (stereo not drawn),31%

# Part of the list above in a different format.
CCOc1ccc(NC(=O)Cn2cc(C(=O)c3ccc(CC)cc3)c(=O)c3ccc(C)nc32)cc1
- Pf Dd2 inh: 12%
COc1cccc(CN2CCN3C(=O)N(C4CCOCC4)C[C@H]3C2)c1
- Pf Dd2 inh: 32%[activator][44.1 µM]
O=C(NCc1ccc(F)c(Cl)c1)c1cccc2c1CCN2C(=O)C1CC1
- Pf Dd2 inh: i
COc1ccc(OC)c(CNC(=O)c2cc3cc4ccc(OC)cc4nc3o2)c1
- Pf Dd2 inh: 10%
